CaV13 ICDI inh – Disruptors of the CACNA1D IQ motif to Ca2+-dependent inactivation inhibitor domain association, primary screening, Förster resonance energy transfer in intact living …; HEK cells, CFP/YFP FRET ICDI-IQ, plate reader, 10 min; percent FRET-ratio fall versus neutral wells; inhibition, % at 12.3 µM; 340,000 compounds, 0.098% hits;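 active = mean replicate inhibition of at least 30% and at least 1% of replicates passing that level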;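 note: 0% = median of the neutral control wells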
CF NFkB block – inhibitors of cystic fibrosis induced NF-kB; inhibition, % at 5 µM; 360,000 compounds, 0.86% hits; KKLEB NF-kB-GFP reporter, PAF-induced, GFP fluorescence overnight;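 active = at least 50% inhibition at 5 µM, scaled per plate between neutral and stimulator controls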;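 note: PAF is a Pseudomonas aeruginosa culture filtrate used as stimulus; plate controls were PAF-stimulated DMSO wells for no effect and unstimulated DMSO wells for full effect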
PDI turbidity – blocks human protein disulfide isomerase activity | PDI insulin aggregation turbidity, A650, 90 min | inhibition, % at 10 µM | 350,000 compounds, 0.052% hits | AID 588391;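 active = mean inhibition across replicates of 30% or more, whatever share of single replicates reach that level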;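 note: absorbance from insulin aggregation driven by PDI reduction with DTT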
Target sequence (P07237 whole entry, looked up): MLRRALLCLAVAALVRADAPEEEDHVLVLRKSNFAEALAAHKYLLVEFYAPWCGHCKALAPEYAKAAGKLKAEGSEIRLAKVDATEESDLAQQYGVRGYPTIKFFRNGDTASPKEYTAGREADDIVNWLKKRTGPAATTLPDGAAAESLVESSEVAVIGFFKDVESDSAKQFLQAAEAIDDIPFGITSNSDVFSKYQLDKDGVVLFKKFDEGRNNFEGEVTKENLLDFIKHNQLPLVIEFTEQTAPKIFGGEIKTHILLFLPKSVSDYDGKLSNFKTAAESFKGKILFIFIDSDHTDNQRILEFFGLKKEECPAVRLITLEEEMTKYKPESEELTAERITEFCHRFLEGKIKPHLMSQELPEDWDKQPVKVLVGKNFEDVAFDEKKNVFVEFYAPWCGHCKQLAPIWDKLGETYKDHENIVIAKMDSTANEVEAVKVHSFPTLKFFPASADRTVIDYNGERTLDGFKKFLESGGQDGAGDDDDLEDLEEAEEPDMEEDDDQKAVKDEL
Vif imaging – inhibitors of HIV Vif | HEK293T cells, Vif self-association by quenched fluorescence, imaging, 24 h | inhibition, % at 7.49 µM | 340,000 compounds, 0.35% hits | AID 602346; in the data active = inhibition above about 50%, passing the limit was not always enough; note: some results filed as inactive read as strong as hits
HIF-2a inh – inhibitors of HIF-2a. 786-0 RCC cells HIF-2a reporter, luciferase luminescence, overnight. inhibition, % at 18.8 µM. 360,000 compounds, 0.72% hits. AID 624352;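 active = inhibition of the luminescence signal of 40% or more relative to plate controls, in a single-dose primary screen at 18.75 µM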
Peg3 promoter – reduces Peg3 promoter-driven luciferase expression in HeLa; HeLa PEG-Prom luciferase reporter, luminescence, overnight; inhibition, % at 20 µM; 360,000 compounds, 1.7% hits; AID 588405;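 active = inhibition of at least 50% at 20 µM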
TRPM1 prom inh – MITF TRPM1 promoter inhibition in SK-MEL-5 cells | SK-MEL-5 TRPM1 promoter luciferase, 24 h | inhibition, % at 12.5 µM | 330,000 compounds, 0.83% hits;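 active = mean inhibition across replicates of 60% or more, whatever share of single replicates reaches that level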; note: values of inactives mirror those of a sister screen read the other way
NR2E3 ag-1 – activates human photoreceptor nuclear receptor NR2E3. GST-NR2E3/biotin-RetCOR TR-FRET, 1536-well. inhibition of corepressor binding, % at 4.78 µM. 320,000 compounds, 0.12% hits. AID 2300;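 active = percent inhibition above the cutoff of mean plus 3 SD of all tested compounds, set per screening campaign, cut at about 20% in these data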;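 note: 0% = DMSO wells and 100% = biotin wells as full block of FRET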
Target sequence (Q9Y5X4 whole entry, looked up): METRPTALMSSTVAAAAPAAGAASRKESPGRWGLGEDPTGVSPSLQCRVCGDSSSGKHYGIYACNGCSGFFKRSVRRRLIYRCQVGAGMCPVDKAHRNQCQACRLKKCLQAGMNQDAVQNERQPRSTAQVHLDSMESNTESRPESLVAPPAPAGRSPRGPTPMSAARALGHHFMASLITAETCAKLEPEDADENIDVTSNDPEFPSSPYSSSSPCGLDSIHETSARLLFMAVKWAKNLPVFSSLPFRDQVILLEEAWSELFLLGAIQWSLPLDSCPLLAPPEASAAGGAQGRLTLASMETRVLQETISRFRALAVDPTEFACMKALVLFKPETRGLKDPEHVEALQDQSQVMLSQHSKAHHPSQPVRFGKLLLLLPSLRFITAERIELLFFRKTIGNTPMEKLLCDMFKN
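Format: 1536-well format; test system: GST-NR2E3 and biotin-RetCOR proteins; read-out basis: percent inhibition of TR-FRET ratio; timing: 5 h incubation at 4 °C; detection: time-resolved FRET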
NR2E3 ag-2 – human photoreceptor-specific nuclear receptor agonism. Q9Y5X4. CHO-S Gal4-NCOR/VP16-NR2E3 two-hybrid, luciferase. inhibition of corepressor binding, % at 3.98 µM. 360,000 compounds, 0.35% hits. AID 602229;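 active = inhibition above the mean of all tested compounds plus 3 SD, cut at about 70% in these data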;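 note: 0% = DMSO with NR2E3 transfected cells and 100% = cells lacking NR2E3 construct; higher means lower luciferase signal from less NR2E3 corepressor binding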
Shn3 3UTR inh – Schnurri-3 reporter inhibition in Clone20 osteoblasts. Clone20 osteoblast Shn3 3'UTR firefly luciferase, 24 h. inhibition, % at 12.5 µM. 360,000 compounds, 0.52% hits. AID 588674;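 active = mean inhibition of at least 75% with every replicate also reaching 75%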;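 note: 0% = median of neutral control wells and 100% = pilot-screen positive control compound; some compounds past the cut are filed as inactive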
KKLEB tox – counter-screen for CF NF-kB inhibitors: cytotoxicity; 360,000 compounds, 0.36% hits; KKLEB CF airway cells viability, ATPlite luminescence, overnight; active compounds read low; cells stimulated with P. aeruginosa culture filtrate; activity change (cytotoxicity), % at 5 µM;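 active = corrected activity change at or below -50% at 5 µM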
An asterisk follows results filed as active; . = not tested or not shown; & = joins results of further samples. The order is random; 3.3% or so of the library scored in one or more.

Values run as follows: CaV13 ICDI inh	CF NFkB block	PDI turbidity	Vif imaging	HIF-2a inh	Peg3 promoter	TRPM1 prom inh	NR2E3 ag-1	NR2E3 ag-2	Shn3 3UTR inh	KKLEB tox
1) Cc1cc(C)c2[nH]c(=S)cc(C)c2c1
 : -4	-12	4	-1	17	9	-2	2	0	-7	5
2) CC(=O)Nc1ccc(NC(=O)C(C)OC(=O)CNS(=O)(=O)c2cccc(Cl)c2)cc1 (stereo not drawn)
 : -6	-5	1	-4	6	9	10	-1	-1	-6	3
3) COc1ccccc1N1CCN(/N=C/C=C/c2ccccc2[N+](=O)[O-])CC1
 : 1	5	7	-1	-81	-35	7	0	-53	.	-2
4) Cc1c(C(=O)OCC(=O)N(C)CC(=O)Nc2ccc(F)cc2)oc2ccccc12
 : -6	-3	-8	7	-6	9	1	3	-7	-12	16
5) Cc1nc(C(F)(F)F)ccc1C(=O)N1CCC1(C)C(=O)NS(=O)(=O)c1cccc(C#N)c1 (stereo not drawn)
 : -6	0	1	8	6	2	.	.	1	4	14
6) Cc1ccc(NC(=O)OCCN2CCN(Cc3ccccc3)CCC2=O)cc1
 : -3	-6	2	.	-7	5	-4	4	-6	-9	-1
7) NC(=O)C1CCN(C(=O)CN(c2cccc(Cl)c2)S(=O)(=O)c2ccccc2)CC1
 : -2	-40	3	-9	13	5	-5	4	-8	-18	10
8) O=C(Nc1ccc(F)cc1)C1CCCO1 (stereo not drawn)
 : -5	3	4	1	2	-19	-2	3	-9	13	-2
9) CCCSc1nsc(N)n1
 : -6	5	-7	.	-32	-40	-6	-1	-9	-8	-5
10) CCNC(=S)N/N=C(\C)c1ccc2ccccc2c1OC(F)F
 : -6	12	0	-5	14	2	8	1	8	5	-12
11) COc1cc(NC2c3ccccc3C(=O)N2Cc2ccccc2Cl)cc(OC)c1OC (stereo not drawn)
 : 0	-5	8	-1	16	15	3	-2	-10	-3	-3
12) COCOCCn1cc(CN2CCS(=O)(=O)N(Cc3ccc(-c4ccc(F)cc4)cc3)C(C(C)C)C2=O)nn1 (stereo not drawn)
 : -6	-13	3	11	2	27	.	.	21	21	10
13) C=CCOC(=O)C(=O)/C=C/c1c(C)n(C)n(-c2ccccc2)c1=O
 : -10	-2	1	0	6	-8	-4	2	-34	-3	5
14) CC(C)(C)c1ccc(S(=O)(=O)Nc2cccnc2)cc1
 : -9	7	-5	-8	6	8	2	5	35	-2	-1
15) COc1cc(/C=C/C(=O)OCC(=O)NC(=O)C2COc3ccccc3O2)ccc1OC(F)F (stereo not drawn)
 : -10	0	-10	3	1	8	5	.	-10	-1	5
16) Clc1cccc(-c2nc3c4ccccc4ccn3c2CC2CCCCC2)c1
 : -5	-14	.	.	-59	-14	.	.	-28	-22	3
17) COc1cccc(C(=O)Nc2ccc3c(cc2=O)[C@@H](NC(C)=O)CCc2cc(OC)c(OC)c(OC)c2-3)c1
 : .	38	5	-9	37	22	62*	-1	-55	16	-11
18) CCOc1ccc(N2C(=O)CC(N(CCc3ccc(S(N)(=O)=O)cc3)C(C)=O)C2=O)cc1 (stereo not drawn)
 : -5	-8	-4	1	9	17	-8	-2	17	-14	0
19) Cc1sc2ncnc(N3CCC(C(=O)N4CC(C)SC4=Nc4ccc(Cl)cc4)CC3)c2c1C (stereo not drawn)
 : -6	13	5	-1	-24	-11	.	.	1	8	-5
20) CCOc1ccc(C(C)=O)cc1CN1C(=O)C(=O)N(CC)C1=O
 : -20	-2	5	2	13	2	25	1	-29	-33	8
21) O=C(CSc1nc(-c2ccccc2)cs1)NCCN1C(=O)CSC1=O
 : 2	-10	8	1	-141	-118	-10	-1	-24	-29	-1
22) COc1ccc(C(=O)Nc2nc3ccccc3[nH]2)cc1OC
 : -7	-19	6	2	-212	-304	-67	-1	-96	-34	6
23) COC(=O)C(C)Sc1nnc(Cc2cc(=O)[nH]c(=O)[nH]2)n1-c1cc(C)ccc1C (stereo not drawn)
 : 4	-4	2	-13	14	2	16	1	-11	3	-11
24) COc1cccc(CNC(=O)[C@H](C)NC(=O)N2CC(=O)Nc3ccccc32)c1
 : -4	2	-7	1	-1	4	.	.	2	-8	8
25) O=C(NC(=S)Nn1cnnc1)c1ccccc1Br
 : -14	-1	8	3	7	2	-5	-1	3	0	9
26) COc1ccc(CN2CCN(C(=O)c3cccs3)CC2)cc1
 : -1	-19	-11	3	2	0	7	3	1	-2	10
27) Cc1cc(C)c(C(N)=O)c(SCC(=O)c2cc(C)c(C)cc2C)n1
 : -4	2	9	-3	-21	-14	-12	-2	-19	-31	2
28) CN(Cc1ccccc1F)C(=O)COc1ccc(C(=O)c2ccccc2)cc1
 : -5	0	8	9	-1	7	9	1	3	6	-6
29) O=C(CN1CCN(C(=O)CNC(=O)c2ccc3c(c2)OCO3)CC1)Nc1ccc(F)cc1
 : -16	-2	2	4	-9	-4	-7	0	-25	0	-7
30) O=C(Nc1cccc(Cl)c1)OCc1cn(-c2ccccc2)nn1
 : -4	3	-4	15	-79	-33	5	2	-2	-16	10
31) O=C(Nc1ccc2c(c1)OCCO2)c1cccnc1Oc1ccc(Cl)cc1
 : 2	2	4	2	26	21	4	1	6	-5	-15
32) O=C(OCCCOC(=O)c1cc[n+]([O-])cc1)c1cc[n+]([O-])cc1
 : -6	-10	-9	0	11	-5	9	5	0	0	6
33) Cc1cc2nc(C)n(CCCNC(=O)Nc3ccccc3)c2cc1C
 : -5	-2	8	-5	2	-4	5	1	-6	26	-1
34) N#Cc1ccc(S(=O)(=O)N2CCN(CC(=O)NCC3(N4CCOCC4)CCCCC3)CC2)cc1
 : -2	-6	2	-5	2	-11	-10	2	10	-11	6
35) Cc1c(N2C(=O)C(=O)/C(=C(/O)c3ccc(Br)cc3)C2c2cccnc2)c(=O)n(-c2ccccc2)n1C (stereo not drawn)
 : -2	-20	2	-3	9	14	13	9	18	3	4
36) COc1ccc(N2CC(C(=O)NCCc3ccc(Cl)cc3)CC2=O)c(OC)c1 (stereo not drawn)
 : -1	-14	-4	-5	6	4	-14	2	-1	-3	-24
37) N/C(=N\OC(=O)Cc1ccc(-c2ccccc2)cc1)c1cccc([N+](=O)[O-])c1
 : -8	15	5	-3	9	13	4	7	-2	18	0
38) Cc1cc(C)cc(NC(=O)CN2CCC(NC(=O)c3cccc(F)c3)CC2)c1
 : -4	8	4	-5	8	10	13	0	2	28	-2
39) COc1ccc([C@H]2CC(=O)C=C(c3cc(Cl)ccc3OC)C2)cc1
 : -12	15	3	6	2	16	18	2	-61	-11	-11
40) COc1cccc(NC(=O)C2(C)CCCN(C(C)C)C2)c1 (stereo not drawn)
 : -1	2	1	9	-5	-3	.	.	-20	10	10
41) COCCn1c(-c2ccccc2)cnc1SCC(=O)Nc1cccc2ccccc12
 : -17	-14	2	-2	3	1	17	0	-4	-7	6
42) CCSc1ccc(-c2cc(NC=O)c3ncc(-c4cccc(C(=O)NCCN(C)C)c4)n3c2)cc1
 : -3	-30	-4	11	92*	89*	.	.	15	-11	-2
43) OC(c1ccc(F)cc1)c1nc(-c2cncnc2)cs1 (stereo not drawn)
 : -7	22	0	.	10	-2	.	.	3	-20	-8
44) C=CCN1C(=O)c2ccccc2Sc2ccc(C(=O)NCCC)cc21
 : -5	6	-1	-6	19	27	18	-3	-11	-49	-10
45) CN=C(N)NCCC[C@H](N)C(=O)O
 : -4	-29	-2	-3	-6	-5	8	2	-6	16	21
46) CCc1nc2c(OCc3ccc(Cl)cc3)cccn2c1N(C)C(=O)c1ccccc1F
 : -5	8	-1	1	3	4	.	.	9	7	-19
47) Cc1noc(C)c1COC(=O)c1ccc2ccccc2n1
 : .	-4	5	7	-3	6	3	6	-64	0	9
48) Cc1cccc(CC(=O)Nc2c3c(nn2-c2cccc(Cl)c2)CS(=O)C3)c1 (stereo not drawn)
 : -11	-18	2	14	10	-5	8	5	-1	-6	7
49) Cc1cccc(NC(=O)c2csnn2)n1
 : -5	-6	-6	-2	-33	-12	-19	6	1	-13	3
50) Cc1cc(CN2CCCCC2)oc1C(=O)O
 : -9	2	-3	-1	8	-6	6	0	-15	-8	3
51) O=C1OCCN1CC(=O)N1CCc2c([nH]c3ccccc23)C1c1ccccn1 (stereo not drawn)
 : -2	-37	0	14	13	10	18	-2	6	4	14
52) Cc1ccc2nc(NC(=O)CSc3ncnc4c3oc3ccccc34)sc2c1
 : -6	33	14	2	-12	-2	6	.	0	-27	-25
53) COc1c(OC(C)=O)ccc(/C=C/c2ccc3cccc(OC)c3n2)c1[N+](=O)[O-]
 : -1	-18	-3	-8	-178	-121	-18	-3	-54	-22	7
54) Cn1c(=NC(=O)CN2C(=O)C3CC=CCC3C2=O)sc2ccccc21 (stereo not drawn)
 : -10	-12&-8	-7&-6	1	-30&-89	-29&-49	-2&10	-2	-16&-14	12&-2	-1&-5
55) COc1cc(C2C(C(=O)N3CCOCC3)=C(C)NC3=C2C(=O)CCC3)ccc1OC(C)=O (stereo not drawn)
 : -9	-3	2	0	7	6	0	3	9	14	2
56) CCc1cccc2sc(N3CCN(C(=O)c4ccc([N+](=O)[O-])o4)CC3)nc12
 : .	4	-4	-14	38	2	77*	-2	90*	75	-5
57) COc1ccccc1CNc1nc(NCc2ccccc2)nc2ccsc12
 : -6	-7	-6	.	9	16	.	.	62	74	-9
58) Cc1ccc(C)c(Cn2nnc3c(=O)[nH]c(C4CCCN(C(=O)c5cccs5)C4)nc32)c1 (stereo not drawn)
 : -3	10	1	-14	13	19	8	-1	11	3	-10
59) O=C(Nc1ccc2[nH]ccc2c1)c1cccs1
 : -11	-7	1	18	-257	-262	-101	2	-121	-125	1
60) Cc1nc(C(=O)NNC(=O)c2ccc(C(F)(F)F)cc2)cs1
 : -4	2	-3	16	-30	-33	.	-1	-48	25	-3

Continuation.
Values run as follows: CaV13 ICDI inh	CF NFkB block	PDI turbidity	Vif imaging	HIF-2a inh	Peg3 promoter	TRPM1 prom inh	NR2E3 ag-1	NR2E3 ag-2	Shn3 3UTR inh	KKLEB tox
61) COC(=O)c1cccc(NC(=O)c2ccc3c(c2)C(=O)N(CC2CCCO2)C3=O)c1 (stereo not drawn)
 : -5	-8	6	-9	-8	12	-2	0	-23	5	2
62) CCC(C(=O)Nc1ccccc1-c1ccccc1)c1ccccc1 (stereo not drawn)
 : .	-1	4	1	16	28	-6	-1	-30	8	-3
63) Cc1ccc([N+](=O)[O-])cc1S(=O)(=O)Nc1ccc(C(=O)N(C)C)cc1
 : -5	9	0	-16	14	3	19	0	-19	22	2
64) Cc1ccc(NC(=O)CNC(=O)CN2C(=O)c3ccccc3C2=O)cc1
 : -3	5	.	.	8	-11	.	.	-4	-41	-10

Screens from PubChem.
